# Compound activity deposited in PubChem BioAssay by National Center for Advancing Translational Sciences (NCATS).
# L3MBTL1 block – inhibitors of human L3MBTL1. Potency, µM (series often up to 57.1 µM), for the others: at the highest dose activity, negative = inhibition, most hits filed as inhibitors. Q9Y468. 0.66% of 230,000 active. AlphaScreen L3MBTL1–H3K9me1 peptide binding; further: nearly all actives have a fitted effect of over 60% in size
#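 First, the protein-peptide complex forms for 30 min at room temperature (L3MBTL1 50 nM, biotinylated H3K9me1 peptide 75 nM). Next, compounds are pin-transferred and incubated 30 min. Finally, AlphaScreen beads are added and read after 30 min.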
# GAA inh – blocks human lysosomal alpha-glucosidase; 0.005% of 200,000 active; AID 1466; purified human GAA, 4-MU-alpha-glucoside fluorescence; Potency, µM (titrated, usually from 76.9 µM), for the others: at the highest dose activity change, negative = inhibition, usual class: inhibitors;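 further: plate controls were uninhibited enzyme wells for no effect and no-enzyme background for full effect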
#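 Human alpha-glucosidase, 4 nM, pre-mixed with test compounds before 400 uM 4-methylumbelliferyl substrate; 20 min room temperature at pH 5.0. Fluorescence read after pH 10 stop; AC50 values from Hill-equation fits.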
# GAA glycogen mod – GAA glycogen-cleavage inhibition or activation | P10253 | recombinant GAA, glycogen substrate, Amplex Red glucose oxidase fluorescence | Potency, µM (series often up to 76.4 µM), inactives show at the highest dose activity change, negative = inhibition, usual class: inhibitors | 0.38% of 300,000 active | AID 2100;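 further: 0% = full enzyme reaction and -100% = no-enzyme basal signal; the screen sought inhibitors and activators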
#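 Recombinant human alpha-glucosidase (4 nM final) hydrolysed bovine liver glycogen (30 ug) for 40 min at 37 C in pH 5.0 citrate/phosphate with 0.01% Tween-20. Released glucose detected by glucose oxidase/Amplex Red, Ex 573/Em 610 nm. Compounds up to 77 uM; AC50 from Hill fits.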
# TR SRC2 fluor cs – counter-screen for TRb-SRC2 inhibitors: fluorescence interference; Potency, µM (doses to about 106 µM), for the others: top-dose fluorescence change, negative = quenching; TRb/SRC2 Texas Red total fluorescence interference; 0.29% of 280,000 active; active means well fitted curve in either direction with a large enough effect; inconclusive means small, poorly fitted or top-dose-only effect
#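 Human TRβ ligand-binding domain (0.6 uM) and Texas Red SRC2 peptide (20 nM) in Tris buffer with 1 uM T3 and 5% DMSO were incubated with pinned compound for 5 hr at ambient temperature. Total fluorescence was computed as S + 2P (555/632 nm).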
# aGlu spleen mod – inhibitors or activators of human alpha-glucosidase in spleen homogenate; P10253; human spleen homogenate, 4-MU-alpha-glucoside fluorescence; Potency, µM (top dose mostly 79.9 µM), for the others: at the top dose activity change, negative = inhibition, most hits filed as inhibitors; 0.006% of 240,000 active;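 further: 0% = enzyme with vehicle and -100% = no enzyme basal signal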
#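 Compounds were titrated against alpha-glucosidase in spleen homogenate at pH 5.0, with 1 mM 4-methylumbelliferyl substrate for 40 min at 37 C. Reactions were quenched with pH 10 NaOH/glycine and fluorescence measured.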
# RECQ1 helicase – RECQ1 (human) helicase inhibition; RECQ1 DNA unwinding, red fluorescence kinetic read; Potency, µM (doses to about 57.3 µM), without a hit: at the top dose activity, negative = inhibition, hits mostly inhibitors; 0.54% of 240,000 active;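 further: plate controls were vehicle for no effect and no enzyme for full effect; nearly all actives have a fitted effect of over 30% in size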
# Target sequence (P46063 whole entry, looked up): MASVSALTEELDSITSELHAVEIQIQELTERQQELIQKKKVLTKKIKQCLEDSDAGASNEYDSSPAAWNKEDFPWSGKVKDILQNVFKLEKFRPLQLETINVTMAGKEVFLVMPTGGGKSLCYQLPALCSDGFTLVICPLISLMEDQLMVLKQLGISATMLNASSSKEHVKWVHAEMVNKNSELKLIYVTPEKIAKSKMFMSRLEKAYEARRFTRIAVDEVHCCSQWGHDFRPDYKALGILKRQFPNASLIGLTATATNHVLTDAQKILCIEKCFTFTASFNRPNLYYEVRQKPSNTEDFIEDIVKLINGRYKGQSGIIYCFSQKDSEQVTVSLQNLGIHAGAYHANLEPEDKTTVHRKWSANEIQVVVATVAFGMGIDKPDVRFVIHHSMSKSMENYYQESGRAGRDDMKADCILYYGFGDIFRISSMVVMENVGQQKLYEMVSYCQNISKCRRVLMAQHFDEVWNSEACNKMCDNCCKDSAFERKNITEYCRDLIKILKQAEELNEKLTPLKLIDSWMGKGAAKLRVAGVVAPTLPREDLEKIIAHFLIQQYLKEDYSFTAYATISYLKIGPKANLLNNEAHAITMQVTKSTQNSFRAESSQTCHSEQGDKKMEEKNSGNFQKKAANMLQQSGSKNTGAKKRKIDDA
#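 RECQ1T1 50 nM; forked duplex (20 bp + 30-nt ss tails) 200 nM, ATP 2 mM final; pH 8.0, 2 mM MgCl2, 2.5 ug/ml poly(dI-dC); 15 min compound preincubation; discontinuous kinetic read over 2 h at RT.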
# TRb-SRC2 inh – TRbeta-SRC2 interaction inhibition; Potency, µM (titrated, usually from 106 µM), for inactives: at the top dose activity change, negative = inhibition, usual class: inhibitors; 0.065% of 280,000 active; TRbeta-SRC2 peptide binding, fluorescence polarization; receptor liganded with 1 µM T3;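 further: plate controls were bound peptide for no effect and peptide without receptor for full effect; nearly all actives have a fitted effect of over 50% in size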
#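 Decrease in fluorescence polarization of 20 nM Texas Red SRC2 coactivator peptide flagged inhibition of its binding to 0.6 uM TRb LBD; 1 uM T3 included, incubation 5 hr, ex 555/em 632 nm.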
# GoLoco inh red – blocks human Gai1 binding to RGS12 GoLoco peptide, red readout; Gai1:RGS12 GoLoco peptide FP, rhodamine, 10 min; Potency, µM (titrated, usually from 61.6 µM), for the others: at the highest dose activity, negative = inhibition, usual class: inhibitors; 0.44% of 230,000 active; AID 880; active means well fitted inhibition curve with a large enough effect, not every such curve was filed as active; inactive means no such curve, though single readings can be large or run the other way; further: nearly all actives have a fitted effect of over 30% in size; many of its hits are not listed in these tables
# Target sequence (P63096 whole entry, looked up): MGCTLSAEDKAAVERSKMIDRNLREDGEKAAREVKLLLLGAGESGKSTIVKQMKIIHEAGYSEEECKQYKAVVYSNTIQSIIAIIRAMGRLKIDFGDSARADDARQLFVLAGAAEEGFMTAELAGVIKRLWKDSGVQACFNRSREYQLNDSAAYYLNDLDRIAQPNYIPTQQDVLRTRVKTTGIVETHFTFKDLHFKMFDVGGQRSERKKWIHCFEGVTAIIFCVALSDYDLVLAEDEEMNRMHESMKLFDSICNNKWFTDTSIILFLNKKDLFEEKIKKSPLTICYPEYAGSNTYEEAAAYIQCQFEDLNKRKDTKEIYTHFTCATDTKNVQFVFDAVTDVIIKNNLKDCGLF
# * = called active by the depositor; i = inactive; ? = inconclusive; . = not tested or not shown; & = joins results of further samples; [ ] = remark or other dose. Unless noted, the call rests on the fitted dose curve; in most records, active means well fitted curve in the direction sought with a large enough effect; inconclusive means small, poorly fitted or top-dose-only effect, or another doubt; inactive means no such curve, though single readings can be large; an effect the other way counts as inactive or inconclusive. Unless noted, on the % scale 0 is the no-effect control and ±100 the full control effect; potency means the concentration at half of the fitted maximal effect.
molecule	L3MBTL1 block	GAA inh	GAA glycogen mod	TR SRC2 fluor cs	aGlu spleen mod	RECQ1 helicase	TRb-SRC2 inh	GoLoco inh red
O=c1[nH]c(-c2ccc(Cl)cc2)nc(=S)[nH]1	.	.	-6%	-2%	-2%	-11%	-2%	8%
O=C1CC(NNC(=O)c2ccccc2)C(=O)N1 (stereo not drawn)	2%	5%	-12%	-3%	2%	i	-15%	2%
O=C(Nc1cc(S(=O)(=O)N2CCOCC2)ccc1N1CCCC1)c1cccnc1Cl	2%	.	0%	2%	4%	-3%	3%	47%[activator]
CC(C)(C(O)c1ccc([N+](=O)[O-])cc1)[N+](=O)[O-] (stereo not drawn)	.	.	.	3%	-8%	i	0%	1%
CN1CCN(S(=O)(=O)c2ccc(Oc3ccc(F)cc3Br)nc2)CC1	-1%	.	0%	-2%	-2%	-2%	2%	0%
FC(F)(F)c1cccc(Cn2nnnc2-c2cc(Cl)cc(Cl)c2)c1	26%	-3%	-9%	-2%	-1%	2%	-3%	3%
COC(=O)c1ccc(NC(CC(C)C)C(=O)OC)c([N+](=O)[O-])c1 (stereo not drawn)	-14%	-8%	11%	-1%	-9%	-10%	1%	1%
CCCC(=O)N/C(N)=N/c1nc2ccccc2o1	13%	.	3%	-2%	-4%	-18%	5%	0%
O=C(Nc1nncs1)c1cccc(S(=O)(=O)N2CCCCC2)c1	-2%	-7%	-7%	0%	0%	5%	-5%	-4%
CC(C)=CCc1c(O)ccc2c1OC(c1ccc(O)c(O)c1)CC2=O (stereo not drawn)	-23%	.	?	-3%	1%	-22%	-3%	-1%
CCCOP(=O)(c1ccc(N(C)C)cc1)C(O)c1ccncc1 (stereo not drawn)	.	14%	13%	0%	-16%	14%	-9%	6%
Cc1ccc(Nc2nnc(-c3ccc(N4CCOCC4)c([N+](=O)[O-])c3)c3ccccc23)cc1	-13%	-1%	-9%	-4%	1%	i	-2%	3%
COC(=O)C1=NN(C(=O)c2cccc(Cl)c2)C(O)(C(C)(C)C)C1 (stereo not drawn)	-9%	-2%	13%	-3%	3%	-1%	-4%	16%
CCOC(=O)CSc1nnc(NCC(=O)OC(C)C)c(=O)[nH]1	3%[11.4 µM]	-4%	0%	-5%	-10%	7%	3%	-3%
Cc1nc2sc(C(N)=O)c(N)c2c(C)c1CC(=O)c1ccccc1	.	-14%	15%	0%	-3%	-3%	-2%	0%
Cn1nccc1C(=O)N/N=C/c1ccccc1[N+](=O)[O-]	4%	.	8%	-5%	-2%	-10%	-3%	3%
CSC1=NCCN1C(=O)c1c(F)cccc1F	.	2%	10%	-1%	-2%	-4%	2%	3%
COc1cc2cc(C(c3nnnn3C3CCCC3)N3CCCCCC3)c(=O)[nH]c2cc1OC (stereo not drawn)	-6%	?	-3%	0%	1%	i	-5%	-7%
O=C(O)CCN1C(=O)C2C3c4ccccc4C(c4ccccc43)[C@@H]2C1=O (stereo partly drawn)	2%	.	10%	-2%	7%	-2%	3%	8%
COc1ccc(-c2csc(N3C(=N)SCC3=O)n2)cc1	-3%	-1%	9%	-10%	-10%	-3%	-2%	7%
COC(=O)C/C=C\[C@@H](C)[C@@H](/C=N\O[C@@H](C)c1cn([C@H]2COC[C@H]2O)nn1)NS(=O)(=O)c1ccc(C)cc1	.	.	.	-1%[11.2 µM]	3%[17.4 µM]	i[11.5 µM]	2%[11.2 µM]	.
O=C(CSc1nnnn1-c1ccccc1)NC(=O)NCc1ccco1	.	-5%	3%	-3%	3%	-23%	3%	14%
COc1cccc(/C=N/NC(=O)C(=O)N2CCCC2)c1O	22µM*	-3%	11%	-1%	3%	-2%	5%	-21%
CCOc1ccc(C(=O)O/N=C(\N)c2ccc([N+](=O)[O-])cc2)cc1OCC	2%	3%	11%	-3%	1%	-3%	-18%	6%
Cc1ccc2c(c1)C1CN(C)CCC1N2C(=O)c1ccccc1NS(=O)(=O)c1cccc(C(F)(F)F)c1 (stereo not drawn)	-4%	-12%	-7%	-18%	4%	-3%	0%	-3%
COC(=O)c1nc2n(n1)C(c1ccccc1OC)C1=C(CCCC1=O)N2 (stereo not drawn)	.	2%	1%	2%	2%	1%	-2%	-1%
Cc1ccc(-c2ccc(=O)n(CC(=O)NCc3ccco3)n2)cc1	5%	5%	-6%	-1%	-4%	-6%	5%	4%
Cc1cc(NS(=O)(=O)c2ccc(NC(=O)c3cccc(OC(F)F)c3)cc2)nc(C)n1	6%	10%	-12%	-1%	-4%	-1%	-2%	9%
O=C1CC(N2CCN(c3ccc(F)cc3)CC2)C(=O)N1c1ccccc1 (stereo not drawn)	.	-1%	8%	-2%	3%	-8%	1%	6%
CC(C)NS(=O)(=O)c1ccc(NC(=O)C(C)Oc2ccc(C(=O)c3ccccc3)cc2)cc1 (stereo not drawn)	-6%	-9%	-10%	3%	-7%	2%	-5%	-11%
COc1ccc(-c2cc(-c3ccccc3)nc(N3CCCC3)n2)cc1OC	.	?	-3%	-2%	-6%	-17%	6%	-4%
COc1ccc(COc2cc(-c3cccc(OC)c3)nc3ccc(NC(=O)c4ccc(C)cc4)cc23)cc1	-5%	-7%[15.4 µM]	-8%	-1%&0%	3%&0%	-14%	3%&-2%	8%&7%
O=C1NC2(CCCCC2)C(=O)N1Cc1cc(=O)n2ccsc2n1	2%	3%	8%	-2%	0%	i	-5%	7%
COc1cc(NC(=O)N[C@@H](Cc2ccccc2)C(=O)O)cc(OC)c1	8%	4%[15.4 µM]	4%	-1%	-2%	-1%	2%	9%
Cc1cc(=O)n2nc(N3CCCC(C(=O)N4CCc5ccccc54)C3)sc2n1 (stereo not drawn)	16%	-3%	-7%	1%	-1%	-3%	3%	7%
CC(=O)N1CCN(CC(=O)Nc2c(Cl)ccc(C)c2Cl)CC1	-28%	13%	3%	0%	-2%	-9%	3%	-9%
Cc1ccc2c(c1[N+](=O)[O-])C(=O)c1ccccc1C2=O	.	.	.	0%	-6%	3%	11%	3%
CCOCCCn1cnc2c([nH]c3cc(OC)ccc32)c1=O	-2%	-1%	2%	2%	7%	-6%	3%	10%
COc1ccccc1NS(=O)(=O)c1cccc(NC(=O)Cc2cccs2)c1	-4%	-3%	8%	-1%	-1%	-3%	0%	-3%
Cc1cccc(NC(=O)c2cc3n(n2)C(C(F)(F)F)CC(c2ccc4c(c2)OCO4)N3)c1 (stereo not drawn)	21%	-1%	-6%	-2%	-1%	3%	10%	36%[activator]
O=C(CNCc1cccs1)Nc1ccc(N2CCCCCC2)cc1	-19%	-3%	-3%	-1%	-4%	i	-1%	-17%
CCC(=O)c1ccc(N2CCCC2)c(F)c1	15%	-1%	2%	-2%	-15%	-3%	-5%	-2%
CCCCc1ccc(NC(=S)NCc2cccnc2)cc1	-4%	-4%	1%	1%	4%	-3%	-2%	-2%
COc1ccc(/C(O)=C2\C(=O)C(=O)N(CCCN(C)C)C2c2ccccc2F)cc1Cl (stereo not drawn)	6%	-10%	-1%	2%	-6%	-2%	6%	-2%

# Ordered by molecular weight (ascending): 12 of the compounds above.
molecule	L3MBTL1 block	GAA inh	GAA glycogen mod	TR SRC2 fluor cs	aGlu spleen mod	RECQ1 helicase	TRb-SRC2 inh	GoLoco inh red
O=C1CC(NNC(=O)c2ccccc2)C(=O)N1 (stereo not drawn)	2%	5%	-12%	-3%	2%	i	-15%	2%
CC(C)(C(O)c1ccc([N+](=O)[O-])cc1)[N+](=O)[O-] (stereo not drawn)	.	.	.	3%	-8%	i	0%	1%
Cc1ccc2c(c1[N+](=O)[O-])C(=O)c1ccccc1C2=O	.	.	.	0%	-6%	3%	11%	3%
CCOCCCn1cnc2c([nH]c3cc(OC)ccc32)c1=O	-2%	-1%	2%	2%	7%	-6%	3%	10%
COC(=O)c1ccc(NC(CC(C)C)C(=O)OC)c([N+](=O)[O-])c1 (stereo not drawn)	-14%	-8%	11%	-1%	-9%	-10%	1%	1%
CCCOP(=O)(c1ccc(N(C)C)cc1)C(O)c1ccncc1 (stereo not drawn)	.	14%	13%	0%	-16%	14%	-9%	6%
COC(=O)C1=NN(C(=O)c2cccc(Cl)c2)C(O)(C(C)(C)C)C1 (stereo not drawn)	-9%	-2%	13%	-3%	3%	-1%	-4%	16%
CC(=O)N1CCN(CC(=O)Nc2c(Cl)ccc(C)c2Cl)CC1	-28%	13%	3%	0%	-2%	-9%	3%	-9%
O=C(O)CCN1C(=O)C2C3c4ccccc4C(c4ccccc43)[C@@H]2C1=O (stereo partly drawn)	2%	.	10%	-2%	7%	-2%	3%	8%
FC(F)(F)c1cccc(Cn2nnnc2-c2cc(Cl)cc(Cl)c2)c1	26%	-3%	-9%	-2%	-1%	2%	-3%	3%
Cc1cc(=O)n2nc(N3CCCC(C(=O)N4CCc5ccccc54)C3)sc2n1 (stereo not drawn)	16%	-3%	-7%	1%	-1%	-3%	3%	7%
Cc1cc(NS(=O)(=O)c2ccc(NC(=O)c3cccc(OC(F)F)c3)cc2)nc(C)n1	6%	10%	-12%	-1%	-4%	-1%	-2%	9%

# An excerpt; count on the stated rates, not on these rows.
